# M. tuberculosis – growth inhibition of non-replicating M. tuberculosis (AID 488890); 0.39% of 320,000 active; Mycobacterium tuberculosis non-replicating, growth inhibition; higher % means a stronger effect; inhibition, % at 25 µM, or IC50 in µM where a hit was titrated; in the data active = a potency from the dose series; inconclusive = inhibition mostly from about 82% at the one dose, without a potency; inactive = the rest, 99 in 100 with inhibition below about 76%;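 note: plate controls were DMSO cells for no effect and high antibiotic wells for full effect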
# Salmonella PhoP GFP – Inhibition of PhoP regulon, Salmonella typhi GFP reporter cells, confirmation, 4 h (AID 1850); inhibition, % at 50 µM, or IC50 in µM where a hit was titrated; Salmonella Typhi PhoP-promoter GFP reporter, fluorescence, 4 h; higher % means a stronger effect; 0.33% of 310,000 active; in the data active = a potency from the dose series; inconclusive = inhibition mostly from about 25% at the one dose, without a potency; inactive = the rest, 99 in 100 with inhibition below about 19%;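 note: 0% = induced wells with vehicle and 100% = uninduced wells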
# H1N1 NS1A inhibition – NS1A inhibition, H1N1 influenza, cell based functional assay (AID 504329) | NS1A functional cell-based assay, percent inhibition; higher % means a stronger effect | inhibition, % at 12.5 µM, or IC50 in µM where a hit was titrated | 0.3% of 340,000 active; in the data active = a potency from the dose series; inconclusive = inhibition above about 27% without an active follow-up result; note: strong numbers were not always called active
# inhibitors of VEEV – inhibitors of VEEV TC-83 cytopathic effect, confirmation, Vero cells (AID 588727); Vero cells, VEEV TC-83 cytopathic effect inhibition; higher % means a stronger effect; inhibition, % at 20 µM, or IC50 in µM where a hit was titrated; 0.13% of 350,000 active; in the data active = a potency from the dose series; inconclusive = inhibition mostly from about 14% at the one dose, without a potency; inactive = the rest, 99 in 100 with inhibition below about 12%; note: strong numbers were not always called active
# H37Rv inhibition – M. tuberculosis growth inhibition, HTS (AID 449762); M. tuberculosis H37Rv growth inhibition, 7H9 media; higher % means a stronger effect; inhibition, % at 25 µM; hits with a dose series show IC50 in µM; 0.59% of 330,000 active; in the data active = a potency from the dose series; inconclusive = inhibition above about 70% without an active follow-up result;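 note: bacterial growth assessed after seven days of incubation; strong numbers were not always called active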
# inhibitors of VEEV 10K pilot screen – second read-out of inhibitors of VEEV, no call of its own (marks repeat the call); inhibition, %; measured here: 10K pilot screen inhibition
# Numbers without * were called inactive; i = inactive; ? = inconclusive; · = no result given. Compounds as they come. About 1.5% of those tested had a hit in this group.
SMILES,M. tuberculosis,Salmonella PhoP GFP,H1N1 NS1A inhibition,inhibitors of VEEV,H37Rv inhibition,others
Cc1ccc(S(=O)(=O)NC2(C(=O)O)CCCC2)cc1,·,·,-13%,0.5%,·,
Cc1ccn2c(c1)nc(=S)n2C(=O)c1ccco1,-3%,-2%,·,·,1%,
O=C(CCC1CCCN(C(=O)COc2ccccc2)C1)N1CCN(c2ccccn2)CC1 (centres undefined),9%,2%,-3%,0.3%,-2%,
COc1ccc(CCNC(=O)CSc2nncs2)cc1,?,-14%,-13%,1.0%,-1%,
CN(C)c1ccc(NC(=S)NCC2CCCO2)cc1 (centres undefined),33%,-24%,-4%,1.0%,-8%,
CCOc1ccc2ccccc2c1C(=O)N1CCOCC1,1%,-8%,-2%,1.2%,5%,inhibitors of VEEV 10K pilot screen=0.8
Cc1cnc(NC(=O)c2cc3c(C)nn(-c4ccccc4)c3s2)s1,5%,-11%,-5%,6.0%,?,
O=C(CCC(=O)c1cccs1)NNC(=O)c1ccc(Cl)cc1,16%,·,-9%,1.2%,-5%,
C[C@H](NC(=O)c1ccccc1Cl)C(=O)OC(C(=O)Nc1cc(C(F)(F)F)ccc1Cl)c1ccccc1 (some centres undefined),2%,-7%,-2%,i,4%,
O=C1c2ccccc2NC(c2ccccc2)N1CCCN1CCOCC1 (centres undefined),-10%,4%,-6%,1.8%,-16%,
O=C(NCc1cccs1)c1ccc([N+](=O)[O-])cc1,2.8µM*,2%,2%,i,9%,
O=C(N1CCCCCC1)N1CCN(C(=O)N2CCOCC2)CC1,-15%,20%,-2%,1.2%,-4%,
CC1CC(C)CN(c2ccc([N+](=O)[O-])nc2)C1 (centres undefined),0%,-3%,2%,1.5%,6%,
CC[C@H](C)[C@H](NC(=O)OCc1ccccc1)C(=O)OCC(=O)N(C)CC(=O)Nc1ccccc1Cl,3%,-1%,1%,1.3%,-2%,
CCn1c(-c2cccn(Cc3ccc(Cl)cc3Cl)c2=O)n[nH]c1=S,-9%,-4%,-7%,2.0%,-3%,
COc1ccc(C2C(C(=O)Nc3cccc(C)n3)c3ccccc3C(=O)N2C)cc1 (centres undefined),15%,3%,1%,3.9%,4%,inhibitors of VEEV 10K pilot screen=0.1
Cc1cccc(N2CC(C(=O)Nc3nnc(SCC(=O)N4CCOCC4)s3)CC2=O)c1 (centres undefined),-15%,-7%,-7%,6.6%,-2%,
O=C(c1ccc(=O)[nH]n1)N1CCN(S(=O)(=O)c2ccccc2F)CC1,1%,·,-3%,0.7%,2%,
O=C(CSc1nnnn1-c1ccc(F)cc1)NC1CCCCC1,16%,7%,-8%,5.6%,5%,
Cc1ccc(N(C(=O)c2ccc3c(c2)OCO3)C2C=CS(=O)(=O)C2)cc1C (centres undefined),-7%,-11%,-5%,7.3%,-2%,
CCSCc1nnc(SCC(=O)Nc2nccs2)n1CC,-1%,-1%,8%,1.0%,-5%,
CC(C)OCCCNC(=O)c1ccc2c(c1)ncn2C1CCCC1,·,·,29%,1.1%,-10%,
COc1ccc(NC(=O)CSCC(=O)N(C)Cc2c(F)cccc2Cl)cc1,31%,1%,3%,1.4%,-8%,
Cc1ccc(S(=O)(=O)CCC(=O)NCCC2=CCCCC2)cc1,4%,0%,-8%,1.1%,-8%,
Cc1cc(C)nc(NC(=O)c2ccc(OC(C)C)cc2)n1,-4%,10%,8%,2.2%,-9%,
COc1ccc(NC(=O)CSc2nc3ccccc3c3nc4ccccc4n23)cc1,19%,-5%,-3%,i,5%,
Cc1nc2ncnn2c(C)c1CCC(=O)NC(C)CCc1ccco1 (centres undefined),13%,-3%,5%,0.5%,12%,
CCN(CC(=O)Nc1ccc(NC(C)=O)cc1)C(=O)/C=C/c1ccc([N+](=O)[O-])cc1,5%,4%,-15%,i,3%,
Cc1ccc(-c2csc(NC(=O)COc3ccc(N(C)S(=O)(=O)c4ccc(C)cc4)cc3)n2)cc1,-3%,-12%,-5%,3.2%,7%,
CC(NC(=O)c1ccco1)c1nc(-c2ccccc2)no1 (centres undefined),6%,2%,1%,2.3%,10%,

# Structural class, the entries above containing four or more nitrogen atoms (11)
SMILES,M. tuberculosis,Salmonella PhoP GFP,H1N1 NS1A inhibition,inhibitors of VEEV,H37Rv inhibition,others
O=C(CCC1CCCN(C(=O)COc2ccccc2)C1)N1CCN(c2ccccn2)CC1 (centres undefined),9%,2%,-3%,0.3%,-2%,
Cc1cnc(NC(=O)c2cc3c(C)nn(-c4ccccc4)c3s2)s1,5%,-11%,-5%,6.0%,?,
O=C(N1CCCCCC1)N1CCN(C(=O)N2CCOCC2)CC1,-15%,20%,-2%,1.2%,-4%,
CCn1c(-c2cccn(Cc3ccc(Cl)cc3Cl)c2=O)n[nH]c1=S,-9%,-4%,-7%,2.0%,-3%,
Cc1cccc(N2CC(C(=O)Nc3nnc(SCC(=O)N4CCOCC4)s3)CC2=O)c1 (centres undefined),-15%,-7%,-7%,6.6%,-2%,
O=C(c1ccc(=O)[nH]n1)N1CCN(S(=O)(=O)c2ccccc2F)CC1,1%,·,-3%,0.7%,2%,
O=C(CSc1nnnn1-c1ccc(F)cc1)NC1CCCCC1,16%,7%,-8%,5.6%,5%,
CCSCc1nnc(SCC(=O)Nc2nccs2)n1CC,-1%,-1%,8%,1.0%,-5%,
COc1ccc(NC(=O)CSc2nc3ccccc3c3nc4ccccc4n23)cc1,19%,-5%,-3%,i,5%,
Cc1nc2ncnn2c(C)c1CCC(=O)NC(C)CCc1ccco1 (centres undefined),13%,-3%,5%,0.5%,12%,
CCN(CC(=O)Nc1ccc(NC(C)=O)cc1)C(=O)/C=C/c1ccc([N+](=O)[O-])cc1,5%,4%,-15%,i,3%,

# Next section
SMILES,M. tuberculosis,Salmonella PhoP GFP,H1N1 NS1A inhibition,inhibitors of VEEV,H37Rv inhibition,others
COc1cc(C(=O)Oc2ccccc2/C=N/NC(=O)c2ccc(Cl)cc2)cc(OC)c1OC,?,-4%,-2%,9.0%,4%,
Cc1cc(C)c(C#N)c(SCc2nnc(-c3ccccc3[N+](=O)[O-])o2)n1,-5%,1%,6%,7.1%,-6%,
CCN1CCN(C(=O)c2ccc(OCC(=O)Nc3ccc(F)cc3)c(OC)c2)CC1,-7%,6%,-3%,0.5%,-6%,
CCOc1cc(/C=C2/C(=N)N3OC(C)=CC3=NC2=O)ccc1OCCOc1ccccc1,3%,-2%,4%,2.3%,8%,
CCCCNC(=O)CSc1nnc(Cc2ccc(Cl)c(Cl)c2)c(=O)[nH]1,?,-9%,-2%,2.3%,4%,
O=C(OC(C(=O)NCc1ccc2c(c1)OCO2)c1ccncc1)c1ccc(Cl)nc1 (centres undefined),-7%,6%,3%,0.7%,-8%,
Cc1cc(C(=O)COC(=O)Cc2ccc(Br)cc2)c(C)n1C,56%,·,1%,0.8%,-6%,
CCN(CC1COc2ccccc2O1)C(=O)CN1C(=O)NC(C)(c2ccccc2)C1=O (centres undefined),30%,·,-9%,2.6%,-7%,
CC(Oc1ccc(F)cc1)C(=O)Nc1cc(S(=O)(=O)N2CCCCC2)ccc1N1CCOCC1 (centres undefined),15%,2%,6%,6.2%,-3%,
CCc1ccc2nc(N(CCCN(C)C)C(=O)c3ccc(S(=O)(=O)N4CCCc5ccccc54)cc3)sc2c1,57%,-4%,15%,i,28µM*,
COCCn1c(SCc2ccc(OC)c(F)c2)nc2ccccc2c1=O,10%,6%,-9%,4.2%,6%,
C=CCc1c(C)nc2c(OC)cccc2c1Cl,9%,2%,2%,i,-1%,
COCCNC(=O)C(c1ccccc1)N(CCOC)C(=O)Cn1nnc2ccccc21 (centres undefined),·,·,8%,i,·,
COc1ccc(S(=O)(=O)N2CCc3ccccc32)cc1C(=O)O,-12%,1%,20%,7.5%,1%,
COc1cc(C)nc(N(C)C(C)=O)n1,2%,-5%,-6%,1.2%,2%,
CCN(C(=O)CSc1nc2cc(Cl)ccc2c(=O)n1CC(C)C)C1CCS(=O)(=O)C1 (centres undefined),-2%,1%,-1%,3.7%,0%,
O=C(Cn1ccc(C(F)(F)F)n1)N/N=C/c1ccc2c(c1)OCO2,-19%,0%,-9%,i,2%,
COc1ccc(C(=O)N2Cc3cnnn3-c3ccccc3C2C#N)cc1 (centres undefined),·,·,1%,0.3%,·,
Cc1ccc(NC(=O)Cn2c(=O)c3cccn3c3ccccc32)cc1,17%,-34%,7%,0.2%,9%,
CCCn1c(SCC(=O)NCCc2ccccc2)nnc1-c1cccnc1,-9%,-2%,-2%,0.9%,1%,
O=C(Cc1ccc2c(c1)CCCC2)Nc1ccccc1Cl,18%,-1%,-7%,1.2%,6%,
O=C(CSc1nc2ccccc2c(=O)n1-c1ccc(OC(F)F)cc1)NC1CC1,21%,·,-8%,7.7%,2%,
O=C(/C=C/c1cccc([N+](=O)[O-])c1)c1ccc([N+](=O)[O-])o1,?,-19%,2%,i,?,
CCCCN1CCC(CN2C(=S)NC[C@@H]2CC(C)C)CC1,·,·,4%,i,·,
CCOc1ccc(CCNC(=O)C(C)N2C(=O)CC(C)(C)Sc3ccccc32)cc1 (centres undefined),11%,-2%,-25%,2.0%,-2%,
CCOc1ccc(Nc2nc(N)nc(CCl)n2)cc1,?,-1%,2%,?,?,
COc1ccccc1S(=O)(=O)Cc1ccc(C(=O)NC2CC2)o1,4%,-12%,-2%,0.0%,-4%,
O=C(CSc1nc2ccccc2c(=O)n1Cc1ccco1)c1ccc(F)cc1,-19%,-11%,0%,i,3%,
Cc1nc2ccc(Nc3nc4cc(S(=O)(=O)N5CCOCC5)ccc4o3)cc2s1,60%,-5%,9%,8.1%,?,
c1ccc(-c2cn3cccnc3n2)cc1,-10%,-3%,-4%,0.6%,0%,

# Random excerpt: 4 records from the list.
SMILES,M. tuberculosis,Salmonella PhoP GFP,H1N1 NS1A inhibition,inhibitors of VEEV,H37Rv inhibition,others
O=C(/C=C/c1cccc([N+](=O)[O-])c1)c1ccc([N+](=O)[O-])o1,?,-19%,2%,i,?,
O=C(CSc1nc2ccccc2c(=O)n1-c1ccc(OC(F)F)cc1)NC1CC1,21%,·,-8%,7.7%,2%,
O=C(Cc1ccc2c(c1)CCCC2)Nc1ccccc1Cl,18%,-1%,-7%,1.2%,6%,
CCOc1ccc(Nc2nc(N)nc(CCl)n2)cc1,?,-1%,2%,?,?,

# (further entries)
SMILES,M. tuberculosis,Salmonella PhoP GFP,H1N1 NS1A inhibition,inhibitors of VEEV,H37Rv inhibition,others
CC(C)NC(=O)c1cccc2c1-c1ccccc1C2=O,-8%,-1%,-17%,i,6%,
COC(=O)Nc1ccccc1C(=O)N1CCC(O)(c2ccc(Cl)cc2)CC1,-3%,-7%,25%,1.9%,8%,
Cc1nn(Cc2c(F)c(F)c(F)c(F)c2F)c(C)c1NC(=O)c1ccc(COc2ccc(F)cc2)o1,52%,-3%,1%,i,30%,
N=C1CCC(=N)c2c1c(O)c1ccccc1c2O,8%,-6%,25%,2.9%,4%,
CN(C(=O)COC(=O)c1cc(NS(=O)(=O)c2cc([N+](=O)[O-])ccc2Cl)ccc1O)C1CCCCC1,·,-4%,-2%,11%,1%,
C=C1CCN([C@H](C(=O)NCc2ccc(Cl)c(Cl)c2)C(C)C)S(=O)(=O)c2ccccc21,-2%,-3%,3%,i,-3%,
CC(=O)N1C(=O)c2cccc3cccc(c23)C(=O)N1C(C)=O,2%,0%,·,·,-2%,
Cc1cc(C(=O)COC(=O)CNC(=O)c2ccccc2)c(C)n1CC1CCCO1 (centres undefined),-10%,8%,3%,0.6%,3%,
CCN(CC(=O)NCc1cccs1)CC(=O)Nc1c(Cl)ccc(C)c1Cl,9%,·,-8%,7.9%,3%,
CC1CCCN(S(=O)(=O)c2ccc(S(=O)(=O)NC(C)c3cccs3)cc2)C1 (centres undefined),28%,16%,-1%,2.2%,7%,
CCC1Nc2ncnc(N3CCCCC3)c2N(Cc2ccc(Br)cc2)C1=O (centres undefined),28%,-12%,0%,i,-2%,
CC(C)(C)OC(=O)N[C@@H](C(=O)OC(C)(C)C)c1ccccc1,-2%,·,0%,i,-7%,
O=C(Nc1ccc(Oc2cccnc2)cc1)c1ccccc1F,6%,0%,1%,i,-11%,
CC(C)CC(NC(=O)C(CC(C)C)NC(=O)C(Cc1ccc(OCc2ccccc2)cc1)NC(=O)OC(C)(C)C)C(N)=O (centres undefined),-8%,2%,-8%,1.9%,48%,
COC(=O)c1ccc(COc2ncnc3c(Cl)cc(Cl)cc23)o1,-2%,-3%,2%,5.4%,-6%,
O=C(NCCc1ccccn1)c1nc(Cn2cc(Br)cn2)no1,-1%,-5%,0%,1.7%,-3%,
